Bcl-XL Bim block: disrupts Bim peptide binding to human Bcl-XL | bead flow cytometry, fluorescence | inhibition, % at 10 µM | Q07817 | hit rate 0.04% among 190,000
ABCG2 block: inhibitors of human ABCG2 transporter, ABCB1 counter-screen; inhibition, % at 6.6 µM; Q9UNQ0; IgMXP3 cells, JC-1 efflux, flow cytometry; hit rate 0.1% among 190,000;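 active = inhibition above 80%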;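 also: 0% = DMSO and 100% = nicardipine control wells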
Target sequence (Q9UNQ0 whole entry, looked up): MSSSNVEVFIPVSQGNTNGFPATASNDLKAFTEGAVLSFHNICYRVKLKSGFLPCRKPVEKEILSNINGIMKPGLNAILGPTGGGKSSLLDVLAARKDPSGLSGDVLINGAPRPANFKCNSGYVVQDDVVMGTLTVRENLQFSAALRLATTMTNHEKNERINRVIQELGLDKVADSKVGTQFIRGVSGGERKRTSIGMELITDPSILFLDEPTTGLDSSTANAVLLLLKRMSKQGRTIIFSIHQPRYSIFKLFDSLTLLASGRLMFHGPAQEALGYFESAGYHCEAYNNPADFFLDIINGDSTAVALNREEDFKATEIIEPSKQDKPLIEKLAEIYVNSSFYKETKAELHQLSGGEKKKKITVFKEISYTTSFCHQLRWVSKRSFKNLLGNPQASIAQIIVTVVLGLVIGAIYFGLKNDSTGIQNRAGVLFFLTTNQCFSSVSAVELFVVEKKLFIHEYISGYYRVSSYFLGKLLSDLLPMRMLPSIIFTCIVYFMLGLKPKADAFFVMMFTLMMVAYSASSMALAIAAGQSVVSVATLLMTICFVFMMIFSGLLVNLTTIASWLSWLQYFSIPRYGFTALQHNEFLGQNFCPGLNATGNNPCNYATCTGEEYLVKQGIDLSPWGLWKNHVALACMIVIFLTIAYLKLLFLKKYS
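test system = two drug-resistant human cell lines, ABCG2 and ABCB1 | amount = 3 million cells/mL final, two lines in 1:1 ratio | reagent = JC-1 transporter substrate | doses = one concentration, 6.6 µM final | incubation = 10 min at 25 °C | signal = flow cytometric JC-1 green MFI at 530 nm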
Bim-Bcl-2: human Bim-Bcl-2 interaction inhibition. hit rate 0.06% among 190,000. P10415. Bead-based flow cytometry, Bim peptide-Bcl-2 binding. AID 950. inhibition, % at 10 µM; in the data active = inhibition above about 40%; inconclusive = no clear call, values can overlap the other calls;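 also: 0% = no compound wells with probe peptide and 100% = reference peptide inhibitor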
Bim-Bfl-1: disrupts Bim binding to human Bfl-1. Bead-based flow cytometry, Bim-Bfl-1 binding inhibition. hit rate 0.12% among 190,000. AID 1008. inhibition, % at 10 µM;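 also: 0% = wells without compound plus tracer and 100% = blocker peptide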
RGS8-Gao: human RGS8-Galphao interaction regulation. response (percent of control binding), % at 10 µM. hit rate 0.34% among 220,000. multiplexed bead flow cytometry, RGS8-Galphao binding; actives lie on both sides; in the data active = response below about 60% or above about 140%; inactive = in between;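 also: Galphao activated as the GDP aluminium fluoride complex binding bead-coupled RGS8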
Bcl-W Bim block: human Bim-Bcl-W interaction inhibition. Q92843. bead-based flow cytometry, Bim peptide-Bcl-W binding. inhibition, % at 10 µM. hit rate 0.02% among 190,000;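 also: 0% = bound tracer without compound and 100% = peptide blocker; higher means less fluorescent Bim peptide bound to Bcl-W beads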
Target sequence (Q92843 whole entry, looked up): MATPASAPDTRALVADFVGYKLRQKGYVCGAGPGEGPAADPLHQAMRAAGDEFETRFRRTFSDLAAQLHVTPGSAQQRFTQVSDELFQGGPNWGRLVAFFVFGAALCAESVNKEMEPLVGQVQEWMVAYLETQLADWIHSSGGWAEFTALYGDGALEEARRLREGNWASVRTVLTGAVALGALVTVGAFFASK
RGS7-Gao reg: modulates binding of RGS7 to human Galphao | P09471 | Multiplexed bead flow cytometry; actives lie on both sides | binding response (% of control), % at 10 µM | hit rate 0.35% among 220,000; in the data active = binding response below about 49% or above about 150%; inconclusive = no clear call, values can overlap the other calls; inactive = in between;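 also: fluorescent Galphao held in activated GDP-AlF4 state binding bead-coupled RGS7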
RGS4-Gao reg: human RGS4-Galphao interaction regulation; Multiplexed bead flow cytometry, RGS4-Galphao binding; actives lie on both sides; binding response (% of control), % at 10 µM; hit rate 0.33% among 220,000; AID 1415; in the data active = binding response below about 49% or above about 150%; inactive = in between;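 also: fluorescent Galphao activated with aluminum fluoride binding bead-coupled RGS4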
GSH bead fluor: compound fluoresces at 488/530 nm on GSH beads. hit rate 0.25% among 190,000. fluorescence (KMESF) at 10 µM. GSH beads flow cytometry, compound fluorescence 488/530 nm; stronger effect = higher value. AID 1776; in the data active = fluorescence above about 89;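 also: glutathione beads carrying GST-tagged Bcl family fusion proteins plus one bare bead set; values are compound well signal with DMSO vehicle wells as background; inactives centre near 16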
ABCB1 block: blocks JC-1 efflux by human ABCB1 transporter; P08183; CCRF-Adr cells, flow cytometry; inhibition, % at 6.6 µM; hit rate 0.067% among 190,000; AID 1326; in the data active = inhibition above about 40%;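 also: 0% = vehicle and 100% = reference inhibitor; higher value means more JC-1 retained so stronger ABCB1 efflux block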
Bim-Bcl-B: human Bim-Bcl-B interaction inhibition | Q9HD36 | bead-based flow cytometry, Bim peptide-Bcl-B binding | inhibition, % at 10 µM | hit rate 0.073% among 190,000 | AID 951;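 also: 0% = tracer peptide without compound and 100% = reference inhibitor peptide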
Target sequence (Q9HD36 whole entry, looked up): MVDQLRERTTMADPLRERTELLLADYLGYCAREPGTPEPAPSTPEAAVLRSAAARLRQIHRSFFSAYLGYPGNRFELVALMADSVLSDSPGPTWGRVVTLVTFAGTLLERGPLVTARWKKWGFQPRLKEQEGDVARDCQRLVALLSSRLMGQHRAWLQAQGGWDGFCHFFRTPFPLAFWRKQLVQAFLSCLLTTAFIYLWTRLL
An asterisk follows results filed as active. Rule as the data show it, unless noted: active = inhibition above about 40%.

How did COc1ccc(/C=C/c2cc(-c3ccc(C)cc3)o[n+]2C)cc1 do in these assays?
Bcl-XL Bim block: -4.0; ABCG2 block: 3.4; Bim-Bcl-2: 0.0; Bim-Bfl-1: 3.0; RGS8-Gao: 105.4; Bcl-W Bim block: 0.0; RGS7-Gao reg: 107.0; RGS4-Gao reg: 110.8; GSH bead fluor: 8; ABCB1 block: 0.3; Bim-Bcl-B: 0.0

What do the screens show for `Cc1nn(C2CCS(=O)(=O)C2)c(Cl)c1/C=C/C(=O)OCC(=O)c1c[nH]c2ccccc12` (stereo not drawn)?
Bcl-XL Bim block: -4.0; ABCG2 block: -8.5; Bim-Bcl-2: -5.0; Bim-Bfl-1: 0.0; RGS8-Gao: 79.9; Bcl-W Bim block: -3.0; RGS7-Gao reg: 87.4; RGS4-Gao reg: 94.7; GSH bead fluor: 10; ABCB1 block: -0.5; Bim-Bcl-B: -5.0

What do the screens show for `COc1ccc2oc(=O)c(-c3nc(C)cs3)cc2c1`?
Bcl-XL Bim block: 0.0; ABCG2 block: 5.2; Bim-Bcl-2: -1.0; Bim-Bfl-1: 1.0; RGS8-Gao: 99.5; Bcl-W Bim block: 0.0; RGS7-Gao reg: 101.2; RGS4-Gao reg: 101.7; GSH bead fluor: 21; ABCB1 block: 0.5; Bim-Bcl-B: -2.0

What do the screens show for `CCCSC1=C(C#N)C(c2ccc(O)c(OC)c2)CC(=O)N1` (stereo not drawn)?
Bcl-XL Bim block: -7.0; ABCG2 block: 1.9; Bim-Bcl-2: -8.0; Bim-Bfl-1: -5.0; RGS8-Gao: 100.2; Bcl-W Bim block: 3.0; RGS7-Gao reg: 101.6; RGS4-Gao reg: 102.8; GSH bead fluor: 20; ABCB1 block: 0.3; Bim-Bcl-B: -7.0

What do the screens show for `Cc1ccc(N(Cc2ccc(C(=O)Nc3ccccc3C(=O)NCc3ccco3)cc2)S(C)(=O)=O)cc1C`?
Bcl-XL Bim block: -3.0; ABCG2 block: 15.3; Bim-Bcl-2: -9.0; Bim-Bfl-1: -9.0; RGS8-Gao: 103.4; Bcl-W Bim block: 5.0; RGS7-Gao reg: 97.2; RGS4-Gao reg: 95.3; GSH bead fluor: 37; ABCB1 block: 3.8; Bim-Bcl-B: -5.0

How did CCOC(=O)C1CCCN(C(=O)CS(=O)(=O)Cc2ccccc2)C1 (stereo not drawn) do in these assays?
Bcl-XL Bim block: -3.0; ABCG2 block: 2.7; Bim-Bcl-2: -2.0; Bim-Bfl-1: -1.0; RGS8-Gao: 99.9; Bcl-W Bim block: -4.0; RGS7-Gao reg: 99.6; RGS4-Gao reg: 101.3; GSH bead fluor: 18; ABCB1 block: 0.8; Bim-Bcl-B: -4.0

Results for CC12CN(NC(=O)c3ccc(Cl)cc3)C3(C#N)CC1CCC23C (stereo not drawn) ?
Bcl-XL Bim block: 3.0; ABCG2 block: 24.1; Bim-Bcl-2: 0.0; Bim-Bfl-1: -1.0; RGS8-Gao: 103.3; Bcl-W Bim block: 3.0; RGS7-Gao reg: inconclusive; RGS4-Gao reg: 101.0; GSH bead fluor: 19; ABCB1 block: 1.0; Bim-Bcl-B: 0.0

How did S=C1Nc2cc(Cl)ccc2Sc2ccccc21 do in these assays?
Bcl-XL Bim block: -7.0; ABCG2 block: 2.7; Bim-Bcl-2: -6.0; Bim-Bfl-1: -2.0; RGS8-Gao: 101.3; Bcl-W Bim block: -7.0; RGS7-Gao reg: 100.5; RGS4-Gao reg: 101.2; GSH bead fluor: 12; ABCB1 block: -0.1; Bim-Bcl-B: -10.0

Results for CCOc1ccc(C)cc1S(=O)(=O)N1CCCCC1 ?
Bcl-XL Bim block: -8.0; ABCG2 block: 7.8; Bim-Bcl-2: -5.0; Bim-Bfl-1: -12.0; RGS8-Gao: 99.1; Bcl-W Bim block: -3.0; RGS7-Gao reg: 100.9; RGS4-Gao reg: 98.0; GSH bead fluor: 31; ABCB1 block: 1.0; Bim-Bcl-B: -10.0

How did CC(C)(C)C(=O)CN1CCN(S(=O)(=O)c2ccc(F)cc2)CC1 do in these assays?
Bcl-XL Bim block: -10.0; ABCG2 block: 1.1; Bim-Bcl-2: -14.0; Bim-Bfl-1: -18.0; RGS8-Gao: 99.6; Bcl-W Bim block: -1.0; RGS7-Gao reg: 102.0; RGS4-Gao reg: 104.5; GSH bead fluor: 24; ABCB1 block: 0.3; Bim-Bcl-B: -8.0

What do the screens show for `O=C(Cc1cccs1)Nc1ccc(C(=O)O)cc1`?
Bcl-XL Bim block: -1.0; ABCG2 block: 0.1; Bim-Bcl-2: 2.0; Bim-Bfl-1: 0.0; RGS8-Gao: 104.7; Bcl-W Bim block: 1.0; RGS7-Gao reg: 108.3; RGS4-Gao reg: 104.2; GSH bead fluor: 5; ABCB1 block: 0.1; Bim-Bcl-B: -1.0

Results for O=C(CC(NC(=O)OCc1ccccc1)C(=O)O)OCc1ccccc1 (stereo not drawn) ?
Bcl-XL Bim block: -2.0; ABCG2 block: 2.7; Bim-Bcl-2: -1.0; Bim-Bfl-1: -3.0; RGS8-Gao: 95.7; Bcl-W Bim block: -2.0; RGS7-Gao reg: inconclusive; RGS4-Gao reg: 97.3; GSH bead fluor: 12; ABCB1 block: 0.8; Bim-Bcl-B: -3.0

How did Cc1ccc(-c2nc(CN(C)Cc3ccc4nccnc4c3)c(C)o2)s1 do in these assays?
Bcl-XL Bim block: -3.0; ABCG2 block: 4.2; Bim-Bcl-2: -4.0; Bim-Bfl-1: -5.0; RGS8-Gao: 102.8; Bcl-W Bim block: -3.0; RGS7-Gao reg: 98.5; RGS4-Gao reg: 100.5; GSH bead fluor: 17; ABCB1 block: 1.2; Bim-Bcl-B: 0.0

Results for CC(Sc1n[nH]c(N)n1)C(=O)Nc1ccc(Cl)cn1 (stereo not drawn) ?
Bcl-XL Bim block: 0.0; ABCG2 block: 14.1; Bim-Bcl-2: 0.0; Bim-Bfl-1: 1.0; RGS8-Gao: 101.7; Bcl-W Bim block: -2.0; RGS7-Gao reg: inconclusive; RGS4-Gao reg: 104.5; GSH bead fluor: 10; ABCB1 block: 0.8; Bim-Bcl-B: 2.0

How did Cc1ccc([N+](=O)[O-])cc1NC(=S)NC(=O)C(C)(C)C do in these assays?
Bcl-XL Bim block: 0.0; ABCG2 block: 0.4; Bim-Bcl-2: 1.0; Bim-Bfl-1: -6.0; RGS8-Gao: 100.9; Bcl-W Bim block: 9.0; RGS7-Gao reg: 105.0; RGS4-Gao reg: 108.3; GSH bead fluor: 6; ABCB1 block: 0.0; Bim-Bcl-B: -5.0

How did COc1ccc(CNC(=O)c2cc(-c3ccncc3)nc3c(C)cc(C)cc23)cc1OC do in these assays?
Bcl-XL Bim block: -2.0; ABCG2 block: 19.5; Bim-Bcl-2: -1.0; Bim-Bfl-1: -4.0; RGS8-Gao: 101.2; Bcl-W Bim block: -1.0; RGS7-Gao reg: inconclusive; RGS4-Gao reg: 101.7; GSH bead fluor: 16; ABCB1 block: 6.0; Bim-Bcl-B: -5.0

Results for COc1ccc(CNCc2cccc(Oc3ccccc3)c2)cc1 ?
Bcl-XL Bim block: -3.0; ABCG2 block: 6.1; Bim-Bcl-2: 0.0; Bim-Bfl-1: -2.0; RGS8-Gao: 102.6; Bcl-W Bim block: -3.0; RGS7-Gao reg: 102.6; RGS4-Gao reg: 103.1; GSH bead fluor: 21; ABCB1 block: 5.2; Bim-Bcl-B: -1.0

Results for COc1cc(CNC2CCCCC2OC)cc(OC)c1OC (stereo not drawn) ?
Bcl-XL Bim block: -10.0; ABCG2 block: -1.5; Bim-Bcl-2: -9.0; Bim-Bfl-1: -4.0; RGS8-Gao: 100.6; Bcl-W Bim block: -4.0; RGS7-Gao reg: 103.0; RGS4-Gao reg: 99.8; GSH bead fluor: 14; ABCB1 block: -0.3; Bim-Bcl-B: -11.0

Results for N#CC1=C(SCC(=O)Nc2ccccc2)NC(=O)CC1c1ccc(O)cc1 (stereo not drawn) ?
Bcl-XL Bim block: -3.0; ABCG2 block: -0.1; Bim-Bcl-2: -6.0; Bim-Bfl-1: -8.0; RGS8-Gao: 102.3; Bcl-W Bim block: -1.0; RGS7-Gao reg: 108.0; RGS4-Gao reg: 103.4; GSH bead fluor: 13; ABCB1 block: 0.2; Bim-Bcl-B: -9.0

Results for Cc1ccc(-c2nc3sc4c(N)ncnc4c3c3c2CCCC3)cc1 ?
Bcl-XL Bim block: -3.0; ABCG2 block: 8.9; Bim-Bcl-2: -12.0; Bim-Bfl-1: -13.0; RGS8-Gao: 102.8; Bcl-W Bim block: 0.0; RGS7-Gao reg: 100.5; RGS4-Gao reg: 101.3; GSH bead fluor: 23; ABCB1 block: 0.3; Bim-Bcl-B: -7.0

What do the screens show for `Cc1ccc(-c2nn3cnnc3c3ccccc23)cc1`?
Bcl-XL Bim block: 1.0; ABCG2 block: -1.6; Bim-Bcl-2: 0.0; Bim-Bfl-1: -3.0; RGS8-Gao: 99.7; Bcl-W Bim block: 0.0; RGS7-Gao reg: 98.6; RGS4-Gao reg: 101.5; GSH bead fluor: 17; ABCB1 block: -1.4; Bim-Bcl-B: -1.0

Results for Cc1noc(NS(=O)(=O)c2ccc(NC(=O)CC34CC5CC(CC(Br)(C5)C3)C4)cc2)c1C ?
Bcl-XL Bim block: -3.0; ABCG2 block: 2.0; Bim-Bcl-2: -3.0; Bim-Bfl-1: -3.0; RGS8-Gao: 99.6; Bcl-W Bim block: -3.0; RGS7-Gao reg: 99.0; RGS4-Gao reg: 101.8; GSH bead fluor: 16; ABCB1 block: 0.5; Bim-Bcl-B: 0.0

Results for CC(C(=O)Nc1c2c(cc3c1CCC3)CCC2)N1CCCC1 (stereo not drawn) ?
Bcl-XL Bim block: -4.0; ABCG2 block: 1.1; Bim-Bcl-2: -1.0; Bim-Bfl-1: -1.0; RGS8-Gao: 99.5; Bcl-W Bim block: -3.0; RGS7-Gao reg: 99.6; RGS4-Gao reg: 101.9; GSH bead fluor: 11; ABCB1 block: 0.2; Bim-Bcl-B: -1.0

How did Cc1ccnc(NC(=O)c2cccc(NS(=O)(=O)c3ccccc3C)c2)c1 do in these assays?
Bcl-XL Bim block: -8.0; ABCG2 block: 4.8; Bim-Bcl-2: -14.0; Bim-Bfl-1: -12.0; RGS8-Gao: 89.7; Bcl-W Bim block: -7.0; RGS7-Gao reg: 72.5; RGS4-Gao reg: 63.9; GSH bead fluor: 62; ABCB1 block: 1.2; Bim-Bcl-B: -21.0

Results for CC1=C(C(=O)Nc2cccnc2)C(c2cccnc2)n2ncnc2N1 (stereo not drawn) ?
Bcl-XL Bim block: -4.0; ABCG2 block: -0.8; Bim-Bcl-2: -5.0; Bim-Bfl-1: -1.0; RGS8-Gao: 104.2; Bcl-W Bim block: -3.0; RGS7-Gao reg: 103.7; RGS4-Gao reg: 100.7; GSH bead fluor: 6; ABCB1 block: 0.0; Bim-Bcl-B: -5.0

How did Cc1cc[n+](-c2nc3ccccc3nc2[N-]S(=O)(=O)c2ccccc2)cc1 do in these assays?
Bcl-XL Bim block: -2.0; ABCG2 block: -1.7; Bim-Bcl-2: -3.0; Bim-Bfl-1: -7.0; RGS8-Gao: 100.6; Bcl-W Bim block: -2.0; RGS7-Gao reg: 102.3; RGS4-Gao reg: 101.2; GSH bead fluor: 14; ABCB1 block: 1.9; Bim-Bcl-B: -8.0

Screening results (PubChem BioAssay)
